SIRT5 block = SIRT5 desuccinylase inhibitors, primary screen, biochemical, fluorescence imaging, single point, set 5. NAD-dependent protein deacylase sirtuin-5, mitochondrial (Homo sapiens), Q9NXA8. Purified SirT5, succinyl-peptide AMC, trypsin-coupled fluorescence. inhibition, % at 15 µM. actives 1.1% (n = 330,000); in the data active means inhibition above about 15%; inconclusive means no clear call, values can overlap the other calls
PGC1a acetyl inh = inhibitors of PGC1a acetylation signal, primary screen, cell-based, U2OS, AlphaScreen, inhibitor mode | AlphaScreen anti-acetyl-lysine; with virally co-expressed GCN5 acetyltransferase | inhibition, % at 15.6 µM | actives 0.17% (n = 350,000);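 active means every replicate shows inhibition of at least 40%; inconclusive means mean inhibition at least 40% but some replicate below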;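 further: 0% = neutral control wells and 100% = positive control wells; some results beyond the cut were filed as inactive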
S100A4 MyoIIA = inhibitors of S100A4-myosin IIA peptide binding, primary screen, biochemical, fluorescence polarization, TAMRA-MyoIIA peptide | inhibition, % at 10.7 µM | actives 0.14% (n = 360,000);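 active means mean inhibition of at least 70% across replicates, with every replicate also reaching that level; inconclusive means mean inhibition reaches 70% but some replicates fall short; inactive means mean inhibition below 70%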
Target sequence (P26447 whole entry, looked up): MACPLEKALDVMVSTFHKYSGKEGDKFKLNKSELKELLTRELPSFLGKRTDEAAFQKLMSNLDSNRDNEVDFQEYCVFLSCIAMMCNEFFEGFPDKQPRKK
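Compound dosing: one dose per compound; test system: human S100A4 monomer with TAMRA-labelled myosin IIA peptide; probe or stimulus: TAMRA-labelled myosin IIA heavy-chain peptide probe, 5 nM; medium: HEPES buffer with Ca2+, pH 7.2; schedule: 5 min incubation before reading; benchmarks: neutral control DMSO, positive control TFP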
LGR2 antag = inhibitors of bursicon-induced LGR2 CRE-luciferase signal, primary screen, cell-based, HEK293, CRE-luciferase reporter, bursicon stimulation; bursicon-stimulated, 4 h; Drosophila bursicon receptor LGR2 (rickets); actives 0.35% (n = 380,000); inhibition, % at 9.99 µM;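 active means drop in luminescence signal, shown as inhibition above about 50% in the replicate tests, limit read from the data, passing the limit was not always enough; inconclusive means probably only some replicates passing the limit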;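 further: agonist challenge used bursicon conditioned medium at about half maximal strength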
XiGFP reactiv = activators of inactive X chromosome reactivation, primary screen, imaging, XiGFP fibroblasts, GFP high-content imaging, set 2 | XiGFP mouse fibroblasts, % GFP-positive cells imaging, 3 d; cells co-treated with 5-aza-dC sensitizer; scaled so ellipticine positive control = 100% | activation, % at 7.58 µM | actives 0.055% (n = 360,000) | AID 743238, 2013;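 active means mean normalized replicate activation at least 10% and every replicate at or above 10%; inconclusive means only one of the two criteria met; inactive means mean below 10% and not all replicates reach 10%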;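 further: 0% = median of on-plate neutral control wells and 100% = ellipticine 6 µM median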
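Material: XiGFP fibroblasts, SV40-immortalized; Buffer or medium: DMEM containing 5-aza-dC; Compound dosing: single point; Times: 3 days compound exposure.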
Cneo AK release = Cryptococcus neoformans cell lysis inducers, primary screen, AK release luminescence, single concentration | C. neoformans lysis, adenylate kinase release luminescence, 4 h; normalised: neutral wells 0, clomiphene wells 100 | AID 651654, 2012 | actives 0.2% (n = 360,000) | lysis activity, % at 15 µM;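 active means mean lysis activity across replicates of at least 80%, whatever share of replicates individually reach that level; inactive means mean lysis activity below 80%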
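read-out = cell lysis signal | test system = log-phase Cryptococcus neoformans yeast cells | input = cells at 5 × 10^6 per mL | medium = fresh YPD growth medium | signal = luminescent adenylate kinase detection reagent | timing = 4 h at 37 °C static, read 1 h later | dosing = single dose | controls = Clomiphene as positive lysis control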
ERAP1 inh = human ERAP1 aminopeptidase inhibitors, primary screen, biochemical, single point, plate reader; Endoplasmic reticulum aminopeptidase 1 (Homo sapiens), Q9NZ08; recombinant ERAP1, Leu-AMC fluorescence, 60 min; inhibition, % at 10.7 µM; actives 0.15% (n = 340,000); AID 652197, 2013;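 active means mean replicate inhibition of at least 30%, or all replicates individually reaching that 30% level; inactive means mean below 30% and not every replicate reaching it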;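 further: 0% = neutral control wells and 100% = L-leucinethiol positive control wells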
Target sequence (Q9NZ08 whole entry, looked up): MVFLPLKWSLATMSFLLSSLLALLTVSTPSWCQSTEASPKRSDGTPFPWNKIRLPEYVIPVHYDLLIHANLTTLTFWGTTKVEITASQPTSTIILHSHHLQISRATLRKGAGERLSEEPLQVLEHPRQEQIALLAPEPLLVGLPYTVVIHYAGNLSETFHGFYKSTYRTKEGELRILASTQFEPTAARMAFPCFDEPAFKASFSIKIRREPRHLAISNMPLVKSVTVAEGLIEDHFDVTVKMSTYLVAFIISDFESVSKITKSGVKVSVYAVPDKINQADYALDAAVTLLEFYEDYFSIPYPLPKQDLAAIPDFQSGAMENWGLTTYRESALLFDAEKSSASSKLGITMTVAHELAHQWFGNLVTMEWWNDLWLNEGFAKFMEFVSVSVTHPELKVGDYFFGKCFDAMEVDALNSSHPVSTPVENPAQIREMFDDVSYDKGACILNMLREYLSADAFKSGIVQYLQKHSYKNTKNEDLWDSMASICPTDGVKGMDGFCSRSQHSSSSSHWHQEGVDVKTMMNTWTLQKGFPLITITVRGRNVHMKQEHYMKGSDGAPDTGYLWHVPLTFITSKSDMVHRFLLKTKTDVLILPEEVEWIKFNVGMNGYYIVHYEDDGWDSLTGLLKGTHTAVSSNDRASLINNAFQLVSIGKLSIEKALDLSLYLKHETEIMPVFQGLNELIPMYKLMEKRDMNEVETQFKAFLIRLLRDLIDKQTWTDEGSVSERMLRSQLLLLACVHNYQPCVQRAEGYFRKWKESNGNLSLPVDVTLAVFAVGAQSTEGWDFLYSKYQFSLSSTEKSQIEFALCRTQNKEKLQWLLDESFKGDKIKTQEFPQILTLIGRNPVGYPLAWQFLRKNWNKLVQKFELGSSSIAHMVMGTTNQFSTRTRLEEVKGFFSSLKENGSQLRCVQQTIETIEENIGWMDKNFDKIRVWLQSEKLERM
Statin myotox sup = suppressors of statin myotoxicity in C2C12 myotubes, primary screen, cell-based, single point, plate reader; C2C12 myotubes + simvastatin, ATP luminescence, 48 h; scaled: DMSO 0, geranylgeraniol control 100; actives 0.78% (n = 330,000); rescue of ATP level, % at 7.49 µM;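 active means mean ATP rescue above about 67%, or every replicate alone reaching that limit, limit read from the data, passing the limit was not always enough; inconclusive means no clear call, values can overlap the other calls; inactive means mean under the limit and some replicate under it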;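 further: myotubes were challenged with 10 µM simvastatin during compound exposure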
Numbers without * were called inactive; u = inconclusive; x = no result given; & = joins results of further samples. These rows are one share of the data; rates above refer to the full screens.

nr	SMILES	XiGFP reactiv	ERAP1 inh	SIRT5 block	S100A4 MyoIIA	Statin myotox sup	LGR2 antag	PGC1a acetyl inh	Cneo AK release
1	O=C(CN1C(=O)c2ccccc2S1(=O)=O)Nc1ccccn1	0.0	0	7	-1	2	23	x	0
2	CN(C)C1(CNC(=O)Nc2ccccc2)CCCCC1	x	-4	-48	-2	0	-8	-5	3
3	O=C(Nc1cccc(Cl)c1)N1N=CCC1c1ccccc1 (configuration not stated)	-0.1	1	5	-3	x	-12	-11	6
4	C[C@H](CO)N1C[C@H](C)[C@H](CN(C)C(=O)Nc2ccc(C(F)(F)F)cc2)Oc2ccc(NC(=O)c3ccncc3)cc2CC1=O	0.2	x	2	-3	-3	-8	-8	3
5	Cc1cc(S(=O)(=O)N(Cc2cccs2)Cc2ccccc2F)ccc1-n1cnnn1	0.2	2	-1	-1	x	x	x	x
6	Cc1cccc(Nc2c(O)nc[nH]c2=O)c1	-0.1	-2	-6	-15	1	-17	8	6
7	C[C@H]1CN([C@@H](C)CO)C(=O)c2cc(NC(=O)c3ccncc3)ccc2O[C@@H]1CN(C)C(=O)Nc1ccc2c(c1)OCO2	0.0	-2	-4	-19	-42	2	-8	-3
8	Cc1cc(Nc2cccc(C)c2C)n2ncnc2n1	0.3	x	x	15	5	17	-14	1
9	Cc1ccccc1S(=O)(=O)N1C[C@@H](O)COC[C@@H]2O[C@@H](CC(=O)N3CCCCC3)CC[C@H]21	0.3	6	5	19	1	3	2	-1
10	CO/N=C/CC(=O)c1cnc(-c2ccccc2)s1	0.0	-3	-3	-12	-6	7	2	2
11	CO[C@H]1CN(C)C(=O)c2cc(NC(=O)Nc3cc(F)ccc3F)ccc2OC[C@@H](C)N(C(=O)c2ccccn2)C[C@H]1C	0.3	0	0	-12	14	-12	-10	-9
12	COc1ccc(CN(C)C[C@@H]2OCc3cn(nn3)CCCC(=O)N([C@@H](C)CO)C[C@H]2C)cc1	0.6	1	-3	-4	3	-9	-1	5
13	CCN(C(=O)COC(=O)C1CCN(S(=O)(=O)c2c(Cl)cccc2Cl)CC1)C1CCCCC1	0.0	2	3	0	-2	5	x	-2
14	C[C@H](CO)N1C[C@H](C)[C@@H](CN(C)Cc2ccncc2)Oc2ncc(C#CC3CC3)cc2C1=O	-0.2	-1	0	7	20	6	-5	-1
15	O=C(COc1ccc(Cl)cc1Cl)OCC(=O)c1ccc[nH]1	0.0	0	4	45	4	-3	4	-1
16	NC(=O)c1ccccc1NC(=O)COC(=O)C1(c2ccccc2)CC1	-0.1	0	-3	0	5	1	9	-1
17	Cc1ccc(-c2nc3cc(NS(=O)(=O)c4ccc(C)cc4)ccc3o2)cc1	x	x	x	x	31	-2	-43	6
18	CCN1C(=O)[C@H]2[C@@H](c3ccc(-c4ccc(Cl)c(Cl)c4)c(OC)c3)N[C@@](C)(C(=O)OC)[C@H]2C1=O	0.0	-1	x	0	-10	3	5	-3
19	O=C(NCc1cccnc1)C1CCN(S(=O)(=O)c2cc([N+](=O)[O-])ccc2Cl)CC1	0.0	-3	x	2	-2	3	-12	3
20	CC1CCCC(C)N1CC(O)COCC1COc2ccccc2O1 (configuration not stated)	x	x	x	x	-2	1	7	-1
21	O=C(c1ccccc1Sc1c(Cl)cccc1[N+](=O)[O-])N1CCOCC1	-0.1	-1	x	-1	x	2	x	x
22	O=C(OCC(O)C(O)C(O)COC(=O)c1ccccc1)c1ccccc1 (configuration not stated)	x	0	-3	-3	-3	-14	-4	3
23	C[C@@H]1CN([C@H](C)CO)C(=O)c2cc(C#CCN(C)C)cnc2O[C@@H]1CN(C)Cc1ccc(-c2ccccc2)cc1	-1.8	0	-4	-20	-7	11	10	34
24	CCn1cc([N+](=O)[O-])c(C(=O)NCc2ccc3c(c2)OCO3)n1	0.3	0	0	1	2	1	42*	5
25	Cc1ccc(NC(=O)c2cc(S(=O)(=O)N3CCOCC3)cs2)cc1	0.3	0	3	5	-31	-8	-6	-1
26	CCCCCC(=O)NC(=S)NNC(=O)c1ccc([N+](=O)[O-])cc1	0.3	1	4	12	x	9	x	x
27	CCCc1cn(CC[C@@H]2CC[C@H](NC(=O)CCN3CCCCC3)[C@H](CO)O2)nn1	0.5	3	-4	-41	-5	17	-4	-6
28	CC(=O)N1CCN(S(=O)(=O)c2cccc(C(=O)N(Cc3ccccc3)c3ccc(C)cc3)c2)CC1	-0.2	0	0	-4	6	-10	x	2
29	O=C(Nc1ccc(-c2n[nH]c(=S)o2)cc1)c1ccccc1Cl	0.1	2	x	-4	-3	x	x	-3
30	Cc1cccc(S(=O)(=O)N(C)C[C@@H]2OCc3cnnn3CCCC(=O)N([C@H](C)CO)C[C@H]2C)c1	-0.4	-1&0	-5&-6	11&3	1&-8&-13	-36&-2	5&-3&3	0&1
31	N#Cc1ccc(N2CCN(C(=O)c3cccs3)CC2)c(F)c1	0.0	-2	0	-3	-9	-5	-10	1
32	C[C@H](NC(=O)[C@@H]1CCCN1C(=O)[C@@H]1CCCN1C(=O)c1ccc(Cl)cc1)c1ccccc1	0.0	x	-3	-3	x	-7	x	x
33	Cc1ccc(S(=O)(=O)N(C)C[C@H]2OCCCC[C@H](C)Oc3ccc(NC(=O)Nc4ccccc4)cc3C(=O)N([C@@H](C)CO)C[C@@H]2C)cc1	0.1	0	-1	-2	x	-60	-13	2
34	CCOC(=O)C1(Cc2ccccc2)CCCN(CCO)C1 (configuration not stated)	-0.8	2	0	-3	x	18	-9	x
35	CNc1ccc(C(=O)OCC(=O)Nc2ccnn2C(C)C)cc1[N+](=O)[O-]	0.1	4	-1	0	12	-14	-3	-1
36	Cc1cccc(C)c1OCc1cc(C(=O)N2CCC[C@H]2C(N)=O)no1	0.1	-2	0	-4	0	2	x	0
37	COc1ccc(CCNC(=O)CCC(=O)Nc2ccc3nc(N4CCN(C)CC4)cc(C)c3c2)cc1OC	-0.2	-1	-5	-4	7	14	0	0
38	CCOC(=O)CSc1nc2cc3c(cc2cc1C)OCO3	0.2	-2	-1	1	-1	9	-14	10
39	COc1cc(SC)ccc1C(=O)Nc1ncc(C)s1	-0.1	1	0	-3	x	102*	x	x
40	O=C(c1cccc(S(=O)(=O)NCc2ccc3c(c2)OCO3)c1)N1CCCC1	0.0	1	3	-4	3	-2	x	2

Rewritten with two lines to a compound: 2 of the compounds above
Order of values – XiGFP reactiv	ERAP1 inh	SIRT5 block	S100A4 MyoIIA	Statin myotox sup	LGR2 antag	PGC1a acetyl inh	Cneo AK release
32	C[C@H](NC(=O)[C@@H]1CCCN1C(=O)[C@@H]1CCCN1C(=O)c1ccc(Cl)cc1)c1ccccc1
→ 0.0	x	-3	-3	x	-7	x	x
20	CC1CCCC(C)N1CC(O)COCC1COc2ccccc2O1 (configuration not stated)
→ x	x	x	x	-2	1	7	-1

The listing continues.
nr	SMILES	XiGFP reactiv	ERAP1 inh	SIRT5 block	S100A4 MyoIIA	Statin myotox sup	LGR2 antag	PGC1a acetyl inh	Cneo AK release
41	O=C(NCCN1CCCC1)c1ccc(Cl)cc1	0.4	0	-2	-8	-3	2	-2	x
42	CO[C@@H]1CN(C)C(=O)c2cc(NC(=O)C3CCC3)ccc2OC[C@@H](C)N(CC2CCCCC2)C[C@H]1C	-0.4	0	-6	-1	-5	8	-19	8
43	COc1ccc(C(=O)Nc2cc(=O)n(C)c(=O)n2C)cc1	0.2	7	x	1	x	3	x	x
44	CCOc1ccccc1N1CCN(C(=O)[C@@H]2CCCN2C2=NS(=O)(=O)c3ccccc32)CC1	0.1	-3	-3	2	-7	3	-2	x
45	CCN(C[C@H]1N[C@@](CC)(C(=O)OC)[C@H]2C(=O)N(Cc3ccccc3)C(=O)[C@@H]12)S(=O)(=O)c1ccc(OC(F)(F)F)cc1	0.1	0	-5	-2	5	17	x	3
46	CC(OC(=O)c1cccc(-n2cnnn2)c1)C(=O)Nc1cccc(Cl)c1 (configuration not stated)	0.5	3	-5	-2	-5	3	0	-1
47	CCOc1ccc(CNC(=O)CCS(=O)(=O)Cc2cccc(Cl)c2)cc1OC	0.5	x	-5	-2	x	-10	3	1
48	CN(/N=C/c1cc(Cl)cc(Cl)c1O)c1c(Cl)cccc1[N+](=O)[O-]	0.1	x	-3	3	13	-8	6	-2
49	N#C/C(=C/c1ccc(Br)s1)C(=O)NCCc1c[nH]c2ccccc12	0.7	-7	-1	-2	x	x	x	x
50	C[C@H](CO)N1C[C@H](C)[C@@H](CN(C)Cc2ccc(C(F)(F)F)cc2)OCCCC[C@H](C)Oc2ccc(NC(=O)CCCN(C)C)cc2C1=O	-0.3	-1	-4	19	x	-17	0	-2
51	O=c1c2cc(NC(=S)NC3CCN(Cc4ccccc4)CC3)ccc2nc2n1CCCCC2	-0.1	-1	14	0	x	-7	x	x
52	COCC(=O)N(C)C[C@@H]1Oc2ncc(-c3ccccc3OC)cc2C(=O)N([C@H](C)CO)C[C@@H]1C	-0.8	-1	1	7	-16	-19	8	-1
53	COc1ccc(CNC(=O)C[C@H]2C[C@@H]3c4cc(NC(=O)CN(C)C)ccc4O[C@@H]3[C@@H](CO)O2)cc1	0.1	0	0	6	-2	0	-3	4
54	CCOC(=O)Cc1csc(SCC(=O)NC2CCCCC2)n1	0.0	-1	0	0	x	19	-2	2
55	CCOC(=O)c1[nH]c(C)c(C(=O)OCC(=O)NCc2ccc(OC)c(OC)c2)c1C	-0.1	-4	0	7	1	2	-12	1
56	CC1(C(=O)NCc2ccc(Cl)c(Cl)c2)Oc2ccccc2NC1=O (configuration not stated)	0.0	-2	-1	-13	x	17	x	x
57	C[C@H]1CCCCO[C@H](CN(C)S(=O)(=O)c2cccs2)[C@@H](C)CN([C@@H](C)CO)C(=O)c2cc(NS(=O)(=O)c3ccccc3)ccc2O1	-0.1	-7	2	3	x	5	7	-1
58	CCCn1c(N)c(C(=O)CN(C)CC(=O)Nc2c(C)cc(C)cc2C)c(=O)[nH]c1=O	0.0	-3	-3	2	8	0	-7	0
59	C/C=C(\C)CN1CCN(c2ccccc2F)CC1	x	x	x	x	-25	-9	1	0
60	CCCCC1=CC2=C(c3ccco3)C(=O)C(C)(OC(=O)c3ccc(OC)cc3)C(=O)C2=CN1CC(C)C (configuration not stated)	0.1	0	x	-2	u	-9	3	0
61	Cc1ccc(S(=O)(=O)NN=CC2(c3ccccc3)CC2)cc1	0.0	2	-3	-2	4	16	4	3
62	C=CCN(C(=O)CCC(=O)Nc1cc(C)on1)C(C(=O)NC1CCCC1)c1ccc(CC)cc1 (configuration not stated)	0.5	1	-1	-1	-2	5	x	x
63	CC(=O)c1c(N2CCN(c3ccc(F)cc3)CC2)nc(=S)n(Cc2ccccc2)c1C	0.0	5	-6	-5	-4	14	5	0
